CHRM4 antagonist: CHRM4 antagonism in calcium assay; P08173; CHO-hM4 cells, ACh EC80, Fluo-8 calcium fluorescence; inhibition, % at 3 µM; 360,000 tested, 0.73% active; AID 624125;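 active = inhibition above its plate's cutoff, the mean inhibition of sample wells plus 3 SD, cut at about 27% in these data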;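 note: 0% = acetylcholine EC80 with DMSO and 100% = DMSO without agonist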
M1 ag parental: M1 agonist counterscreen hit in parental CHO-K1 cells; Fluo-8 calcium fluorescence; scaled to maximal ATP response, vehicle zero; AID 602248; activation, % at 3 µM; 360,000 tested, 0.48% active; in the data active = activation above about 15%;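 note: untransfected CHO-K1 host cells lacking M1 receptor as counterscreen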
CHO parental Ca: counter-screen: ATP calcium response change in parental CHO cells; parental CHO-K1, ATP-induced calcium, Fluo-8 fluorescence; inhibition, % at 5.6 µM; 330,000 tested, 0.63% active;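 active = inhibition above that plate's mean sample inhibition plus 3 SD, cut at about 26% in these data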;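 note: 0% = ATP-challenged DMSO wells and 100% = DMSO wells without ATP; some compounds past the cut are filed as inactive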
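Assay system: untransfected parental CHO cell line. Also added: ATP agonist challenge. Dosing: one dose, 5.6 µM nominal. Measured by: Fluo-8 fluorescence. Read-out: % inhibition. Benchmarks: ATP wells versus no-ATP DMSO wells. Repeats: no replicates.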
CHRM1 PAM: positive allosteric modulators of human M1 muscarinic receptor. P11229. AID 588819. CHO-K1 hM1, Fluo-8 calcium fluorescence, ACh EC20; 0% = ACh EC20, 100% = maximal ACh. activation, % at 3 µM. 360,000 tested, 0.088% active; in the data active = activation above about 19%, passing the limit was not always enough
Target sequence (P11229 whole entry, looked up): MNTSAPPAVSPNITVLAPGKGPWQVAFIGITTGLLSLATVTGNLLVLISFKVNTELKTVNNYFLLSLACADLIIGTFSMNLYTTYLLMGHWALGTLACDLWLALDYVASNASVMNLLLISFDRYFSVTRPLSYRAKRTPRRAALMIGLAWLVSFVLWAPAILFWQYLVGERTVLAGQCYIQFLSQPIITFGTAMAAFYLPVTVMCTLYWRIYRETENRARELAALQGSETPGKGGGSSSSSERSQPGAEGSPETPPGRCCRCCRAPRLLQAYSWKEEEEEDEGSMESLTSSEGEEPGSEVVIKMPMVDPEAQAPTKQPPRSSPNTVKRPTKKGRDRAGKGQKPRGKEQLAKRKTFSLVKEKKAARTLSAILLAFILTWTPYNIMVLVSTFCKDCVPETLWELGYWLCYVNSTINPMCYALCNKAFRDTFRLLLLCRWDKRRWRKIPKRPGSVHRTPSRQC
OXTR potentiator: potentiators of human oxytocin receptor | P30559 | CHO-OTR cells, Fluo-8 calcium fluorescence, potentiator mode; 0% = oxytocin EC15, 100% = EC100 | activation, % at 3 µM | 320,000 tested, 0.061% active | AID 2445;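 active = activation above that plate's cutoff, the mean activation of tested compounds plus 3 SD, cut at about 6.6% in these data, passing the limit was not always enough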;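 note: 100% uses oxytocin at 75 nM as the full agonist control; some results filed as inactive read as strong as hits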
Target sequence (P30559 whole entry, looked up): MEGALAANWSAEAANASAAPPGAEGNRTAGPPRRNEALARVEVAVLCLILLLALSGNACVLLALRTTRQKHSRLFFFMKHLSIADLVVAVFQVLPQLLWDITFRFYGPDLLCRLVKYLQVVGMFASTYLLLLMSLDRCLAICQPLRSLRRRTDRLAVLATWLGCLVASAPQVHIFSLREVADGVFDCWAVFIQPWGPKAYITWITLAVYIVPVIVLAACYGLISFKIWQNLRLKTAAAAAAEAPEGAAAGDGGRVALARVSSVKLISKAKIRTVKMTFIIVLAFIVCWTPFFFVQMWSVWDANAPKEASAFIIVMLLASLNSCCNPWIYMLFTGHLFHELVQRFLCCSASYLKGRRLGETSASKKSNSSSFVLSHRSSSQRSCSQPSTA
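Dosing: Single dose, 3.0 µM nominal final compound concentration | Material: Human OTR in CHO cells | Technique: Kinetic Fluo-8 calcium fluorescence | Benchmarks: EC15 oxytocin alone as 0%, 75 nM oxytocin as 100% | Probe or stimulus: Oxytocin at about EC15, sub-maximal agonist stimulus | Incubation: Compound 6 min at room temperature before oxytocin, 100 s read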
CHRM1 antagonist: human CHRM1 antagonism; P11229; CHO-K1 hM1, Fluo-8 calcium fluorescence, ACh EC80 antagonist; inhibition, % at 3 µM; 360,000 tested, 1.3% active;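 active = percent inhibition above its own plate's cutoff, namely the mean of that plate's compound wells plus 3 SD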;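 note: peak over basal fluorescence ratio during 140 s after agonist addition; 0% = ACh EC80 plus DMSO and 100% = DMSO alone without agonist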
CHRM1 agonist: agonists of human M1 muscarinic receptor | CHO-K1 hM1, Fluo-8 calcium fluorescence, agonist mode; 0% DMSO, 100% acetylcholine EC100 | activation, % at 3 µM | 360,000 tested, 0.33% active;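 active = activation above the run's mean compound activation plus 3 SD, cut at about 16% in these data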;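 note: peak over basal fluorescence ratio within a 140 s kinetic read after compound addition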
M4 ag: CHRM4 agonism in calcium assay. P08173. CHO-K1 hM4/Gqi5, Fluo-8 calcium fluorescence; vehicle 0%, full acetylcholine response 100%. activation, % at 3 µM. 360,000 tested, 0.14% active;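 active = activation above the run mean over all test wells plus 3 SD, cut at about 32% in these data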;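 note: peak over basal fluorescence ratio per well then scaled between controls; 0% = DMSO wells and 100% = acetylcholine at EC100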
CHO-K1 Ca antag: M1 antagonist counterscreen hit in parental CHO-K1 cells; ATP-induced calcium, Fluo-8 fluorescence; inhibition, % at 3 µM; 360,000 tested, 0.6% active;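 active = inhibition above a per-plate cutoff, the plate's mean sample inhibition plus 3 SD, cut at about 24% in these data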;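 note: 0% = DMSO plus EC80 ATP and 100% = DMSO alone without ATP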
An asterisk follows results filed as active; nt = no result given.

Below each compound: CHRM4 antagonist, M1 ag parental, CHO parental Ca, CHRM1 PAM, OXTR potentiator, CHRM1 antagonist, CHRM1 agonist, M4 ag, CHO-K1 Ca antag
(1) CCCn1cc(S(=O)(=O)c2ccccc2)c(=O)c2cc(F)c(N3CCN(C)CC3)cc21
  -3, 0.3, -13, 7, -12, -10, -3, 1, -18
(2) O=C(Cn1c(=O)oc2cc(S(=O)(=O)N3CCCCC3)ccc21)N1CCc2ccccc21
  0, 0.0, 2, 8, -3, -11, -2, 0, 9
(3) CCCCC(CCC(=O)Nc1ccc(C(=O)OC)cc1)C(=O)O (stereo not given)
  4, 0.4, -3, -1, 4, -3, -3, 1, -1
(4) NC(=O)C1CCN(C(=O)CSc2ncccn2)CC1
  -6, -0.6, 11, 3, -23, 0, -1, 0, -13
(5) O=C(CCCOc1ccccc1)Nc1ccccc1C(F)(F)F
  -2, -0.6, -13, 13, -2, -10, -7, 0, -7
(6) COc1c(C)cc(C(=O)C2CCCN(C(=O)c3ccc4[nH]ccc4c3)C2)cc1C (stereo not given)
  -4, 4.5, -19, -1, -4, 4, -3, 9, -11
(7) Cc1cccc(Nc2nc(NCc3ccco3)c3ccccc3n2)c1
  10, 4.0, 74*, -10, -3, 10, -10, 6, 8
(8) Cc1ccc(F)c(CNC(=O)C2CCC(=O)N(CCCN3CCCC3=O)C2)c1F (stereo not given)
  7, 0.2, -7, 0, -3, -2, -5, 2, 9
(9) COc1ccc(S(=O)(=O)N2CCCCC2)cc1NC(=O)c1ccc(=O)[nH]c1
  -4, -0.1, -5, 7, -10, -9, -3, 0, 4
(10) Cc1ccc(S(=O)(=O)N2CCN(CC(=O)N3CCCC3)CC2)c(C)c1
  -6, 0.2, -25, 10, 1, -7, -6, 1, -16
(11) Cc1ccc(S(=O)(=O)N(C)C[C@@H]2Oc3c(NC(=O)C4CC4)cccc3C(=O)N([C@@H](C)CO)C[C@@H]2C)cc1
  -1, 0.5, -7, 4, -6, -7, -3, 1, -11
(12) CC(=O)OC(C)C1C2=C(C(=O)CC1(C)O)C(=O)c1c(ccc(-c3ccc4c(c3O)C(=O)C3=C(C4=O)C(C(C)OC(C)=O)C(C)(O)CC3=O)c1O)C2=O (stereo not given)
  8, -0.6, nt, 6, nt, -27, -4, 0, 13
(13) CCc1ccc(N2C(=O)CC(c3ccc(F)cc3)C3=C2COC3=O)cc1 (stereo not given)
  8, 5.3, 14, -11, -22, 26, -4, 19, 2
(14) CC(=O)CCc1ccc2oc(C(=O)O)c(C)c2c1
  -9, 0.0, -8, 2, -7, -4, -3, 0, -9
(15) C[C@@H]1CN([C@@H](C)CO)C(=O)CCCn2nncc2CO[C@H]1CN(C)S(=O)(=O)c1ccccc1
  6, 0.1, nt, 0, nt, -1, -6, 0, 8
(16) CNC(=O)CC1C(=O)N(c2ccc(F)cc2)C(=S)N1NC(=O)c1ccc(Br)cc1 (stereo not given)
  -4, 1.3, -10, 16, -10, -9, 7, 3, -5
(17) CC(C)NC(=O)N(C)C[C@H]1Oc2ccc(NS(=O)(=O)c3cccs3)cc2C(=O)N([C@H](C)CO)C[C@@H]1C
  -14, 0.7, -14, 10, 3, -11, -5, 2, -15
(18) NC(=O)CCN(Cc1ccccc1)S(=O)(=O)c1ccccc1
  13, -0.1, -5, 5, 3, -6, -4, 1, -7
(19) CCOC(=O)c1c(C)nc2c(c1-c1ccccc1)C(=O)c1ccccc1-2
  16, 2.7, -38, -6, -3, 20, -4, 4, 0
(20) CCOc1ccc(-n2c(SCC(=O)Nc3ccc4c(c3)OCO4)nc3c(c2=O)SCC3)cc1
  -12, -0.1, nt, 14, nt, -25, -6, 0, -13
(21) COc1cccc(C2CCCN2Cc2nc(CC3CC3)no2)c1 (stereo not given)
  -4, 0.7, -13, 9, -9, -12, -10, 1, -7
(22) COc1ccc(-c2nnn(CC#N)n2)cc1OC
  2, 1.2, -16, 2, -12, -20, -2, 0, 11
(23) Cn1cc(C(=O)C(=O)N2CCCCC2)c2ccccc21
  -5, 0.1, nt, -3, nt, 15, -4, 0, -17
(24) CCCNC(=O)N1c2ccccc2Sc2ccccc21
  0, 3.4, -10, 3, -4, -17, -8, 1, -13
(25) Cc1cc(C=O)c(C)n1-c1cc(C(F)(F)F)ccc1N1CCOCC1
  -12, 0.3, -36, 1, -13, -19, 0, 1, 0
(26) Cc1cc(C)cc(OCC(=O)O/N=C(\N)c2ccccn2)c1
  3, 0.6, -29, 8, -19, -11, -2, 1, 0
(27) CC(C)CNC(=O)c1cccc(NC(=O)c2ccco2)c1
  -3, 0.3, -8, 2, -2, -7, -1, 1, -2
(28) Cc1ccc(-c2csc3ncn(Cc4ccc(C(=O)O)cc4)c(=O)c23)cc1C
  8, 1.2, 14, -5, -14, 23, -4, 3, 6
(29) CCCN1CCN(C(=O)C(C)n2nc(C)c3sc4ccccc4c3c2=O)CC1 (stereo not given)
  1, -0.2, -19, 4, -6, -12, -9, 1, -9
(30) CS(=O)(=O)Cc1cccc(C(=O)NN(c2ccccc2)c2ccccc2)c1
  -11, 0.0, -14, 5, -2, -16, -2, 0, -3
(31) CCCOc1ccc(Cc2c(O)nc(N)[nH]c2=O)cc1C
  -9, -0.3, -3, 1, -8, -9, -3, 0, -11
(32) Cc1ccc(-c2nn3c(C)nnc3s2)cc1NC(=O)c1ccc(Br)o1
  13, -0.1, -9, -6, -9, -1, -8, -1, -2
(33) CCOC(=O)c1sc(=S)n2c1[nH]c(=O)c1ccc(C(=O)OC)cc12
  2, 0.0, -5, 10, -18, -2, 3, 1, 14
(34) CC(=O)c1c(C)c(C)c2n1CCn1c(C)ccc1-2
  -4, 0.0, -11, 2, -5, 4, -6, 1, -5
(35) O=C(COc1ncnc2scc(-c3ccccc3)c12)NC1CCCc2ccccc21 (stereo not given)
  -1, 1.0, -9, 7, -6, -1, -2, 2, -15
(36) Cc1cc(=O)n2cc(-c3ccccc3)nc2[nH]1
  5, 0.7, -10, 11, -2, -10, -2, 1, -1
(37) COCCOC(=O)C1=C(C)NC(=O)NC1/C=C/c1ccccc1 (stereo not given)
  3, 2.6, -6, 10, 0, 1, -7, 1, 2
(38) O=S1(=O)N=C(N=Nc2c(O)[nH]c3ccccc23)c2ccccc21
  -1, 0.1, 2, 0, 5, -4, -5, 1, 2
(39) CC1=C(C(=O)N(C(C)C)C(C)C)CC(CC(=O)NCCc2ccccn2)C(=O)N1CCC1=CCCCC1 (stereo not given)
  -11, 0.6, nt, 2, nt, -39, -6, 3, -23
(40) CNc1ccc(C2(O)C(=O)c3ccccc3C2=O)cc1
  5, 1.1, 7, 9, -9, -3, -7, 0, 4
(41) Cc1ccc(CN(C)C(=O)c2cc(S(=O)(=O)N3CCOCC3)ccc2F)o1
  6, 0.4, -8, 10, -3, -8, -4, 1, 9
(42) Cc1ccc(C(=O)Nc2ccc(CC(=O)O)cc2)o1
  3, 0.7, 1, 8, -3, -8, -5, 1, -5
(43) C=CCn1c(Cc2c[nH]c3ccccc23)n[nH]c1=S
  -1, 2.8, -12, 1, -6, -5, -2, 4, -19
(44) Cc1ccc(-n2nc3cc(C)c(NC(=S)NC(=O)/C=C/c4ccco4)cc3n2)cc1
  -2, -0.3, -10, -1, -4, -3, -2, 1, 0
(45) COc1ccc(NC(=O)CN(C)C(=O)C(C)N2C(=O)c3ccccc3C2=O)cc1 (stereo not given)
  0, 0.9, -4, 18, -12, -14, -1, 1, 3
(46) NC(=O)NC(Cc1ccccc1)C(=O)Nc1ccc(S(N)(=O)=O)cc1 (stereo not given)
  -5, -0.1, -2, 6, -14, -7, -2, 0, -4
(47) CS(=O)(=O)N1N=C(c2cccs2)CC1c1ccco1 (stereo not given)
  4, 0.5, -11, 10, -9, -11, -7, 2, -15
(48) CCOCCCNC(=O)c1ccc(NC(=O)C2CCCO2)cc1 (stereo not given)
  -14, -0.5, 9, 0, -7, -7, -2, 0, -2
(49) O=C(NCCc1ccc(F)cc1)c1ccc(S(=O)(=O)N2CCCCC2)cc1
  -6, 8.1, nt, 7, nt, -12, 0, 12, -9
(50) CN(C)S(=O)(=O)c1ccc(C(=O)NCc2ccc3[nH]c4c(c3c2)CCCC4)cc1
  -9, 1.9, -1, 0, -6, -4, -7, 5, -2
(51) C=CCSC1=N/C(=C\c2cc(OCC)c(OC(C)=O)c([N+](=O)[O-])c2)C(=O)S1
  1, -0.1, -1, 2, -1, -3, -5, 1, -5
(52) COCC1CCN(Cc2c(C(=O)N3CCOCC3)nc3c(C)cccn23)C1 (stereo not given)
  -8, 0.5, nt, 4, nt, -9, -4, 1, -5
(53) O=C(Cn1cnc2c(cnn2-c2ccc(Cl)cc2)c1=O)NCC1CCCO1 (stereo not given)
  2, 0.1, 0, 3, -4, -6, -3, 1, 1
(54) O=C(COC(=O)c1cc2c(s1)CCCC2)Nc1ccc(Cl)cn1
  -5, 0.1, -8, 11, 3, -7, -9, 1, -12
(55) Cc1ccccc1CSc1ccc(S(=O)(=O)N2CCCC2)cn1
  -9, 0.3, -19, 0, -8, -9, -7, 2, -14
(56) Cc1ccc(C(=O)CC(C(=O)O)n2cccn2)cc1 (stereo not given)
  -1, 0.2, -8, 5, -4, -33, -1, 0, -6

Screening data deposited in PubChem BioAssay by The Scripps Research Institute Molecular Screening Center.
